# Assay outcomes from PubChem BioAssay.
# TDP1 cell CPT = growth inhibition of DT40 Tdp1-/-;hTDP1 cells with camptothecin (screen for TDP1 inhibitors); chicken DT40 Tdp1-/-;hTDP1 cells + 20 nM CPT, ATP luminescence, 48 h; Potency, µM (highest dose often 46.2 µM), for inactives: at the top dose activity change, negative = growth inhibition, actives largely listed as inhibitors; 12% of 420,000 active; AID 686979; further: nearly all actives have a fitted effect of over 55% in size
#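 Chicken DT40 Tdp1-/- cells complemented with human TDP1, 400 cells/well, exposed to compounds plus 20 nM camptothecin for at least 48 h at 37 C; viability read as ATP content by CellTiter-Glo luminescence.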
# N370S GC mod = N370S glucocerebrosidase modulation, Gaucher chaperone candidate. P04062. N370S GC spleen homogenate, 4MU-glucoside fluorescence. Potency, µM (series often up to 59.4 µM), inactives show top-dose activity change, negative = inhibition, hits mostly inhibitors. 0.092% of 330,000 active;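 further: 0% = full enzyme activity and -100% = no enzyme basal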
# FEN1 inhibitor = inhibitors of human flap endonuclease 1 | P39748 | Potency, µM (top dose mostly 114 µM), for the others: at the top dose activity change, negative = inhibition, most hits filed as inhibitors | 0.35% of 390,000 active | Recombinant FEN1 flap cleavage, fluorescence, 15 min; further: nearly all actives have a fitted effect of over 65% in size
# Target sequence (P39748 whole entry, looked up): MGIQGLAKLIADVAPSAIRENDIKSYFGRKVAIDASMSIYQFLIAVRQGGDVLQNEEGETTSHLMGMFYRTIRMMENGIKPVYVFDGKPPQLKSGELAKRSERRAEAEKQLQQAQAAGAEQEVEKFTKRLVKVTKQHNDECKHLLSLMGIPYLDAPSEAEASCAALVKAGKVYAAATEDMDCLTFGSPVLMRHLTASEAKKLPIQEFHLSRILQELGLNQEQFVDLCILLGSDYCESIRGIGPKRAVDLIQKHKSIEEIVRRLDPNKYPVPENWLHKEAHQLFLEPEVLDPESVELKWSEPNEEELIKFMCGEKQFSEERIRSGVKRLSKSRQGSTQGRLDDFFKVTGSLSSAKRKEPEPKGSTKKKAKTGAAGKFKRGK
#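 Enzyme 10 nM, 15 min RT preincubation with compound; start with substrate 50 nM final; reads at 0 and 15 min; qHTS titration, four-parameter Hill fit.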
# * marks the source's active call; other numbers are inactive results; ? = inconclusive; · = no result given; & = joins results of further samples. The call rests on the fitted dose curve; in most records, active means well fitted curve in the direction sought with a large enough effect; inconclusive means small, poorly fitted or top-dose-only effect, or another doubt; inactive means no such curve, though single readings can be large; an effect the other way counts as inactive or inconclusive. Unless noted, on the % scale 0 is the no-effect control and ±100 the full control effect; potency means the concentration at half of the fitted maximal effect. The list is partial, so the mix of outcomes need not match the whole.
No.	SMILES	TDP1 cell CPT	N370S GC mod	FEN1 inhibitor
1	Cc1ccc(SC(=O)COc2ccc(C)c(C)c2)cc1	-29%	-4%	-1%
2	O=C(NCc1ccc2c(c1)OCO2)C(=O)NCC1OCCN1S(=O)(=O)c1ccc(F)cc1 (configuration not stated)	0%	-4%	-1%
3	CCOc1ncccc1C(=O)N(C)CC(=O)Nc1ccccc1SC	23%	-7%	5%
4	O=C(NCCc1csc2nc(-c3ccccc3F)nn12)C(=O)Nc1cc(F)ccc1F	3%	·	3%
5	CCOc1ccc(N2C(=O)c3n[nH]c(-c4cccs4)c3C2c2cccc(F)c2)cc1 (configuration not stated)	?	·	?
6	Cc1cccnc1Sc1c([N+](=O)[O-])ncn1C	-10%	-13%	0%
7	COc1ccc(N2C(=O)[C@@H]3[C@H](C2=O)[C@H]2c4ccccc4C=CN2[C@@H]3C(=O)Nc2ccccc2)cc1	-24%	3%	-5%
8	Cc1c(C)c2cc(Cl)c(OCC(=O)N3CCN(c4ccc(F)cc4)CC3)cc2oc1=O	-12%	-7%	-1%
9	Cc1ccc(Cn2c(C(=O)O)c(CNCc3ccc(OC(C)C)cc3)c3ccc(C)cc32)cc1	16µM*	·	3%
10	Cc1ccc(-n2c(SCC(=O)NC3CCS(=O)(=O)C3)nc3ccccc3c2=O)cc1 (configuration not stated)	8%	7%	4%
11	CC(=O)Nc1ccc(S(=O)(=O)N(C)c2ccc(OCC(=O)OCC(=O)N3CCCCC3)cc2)cc1	5%	6%	-4%
12	COc1ccccc1C1NC(c2ccc3c(c2)OCO3)=CC(c2ccccc2O)N1 (configuration not stated)	11µM*	·	7%
13	CCN1CCN(c2c(Cl)cccc2NC(=O)c2ccc([N+](=O)[O-])cc2)CC1	-29%	-23%	-16%
14	CCCC1Cc2c(sc3nc(SC)nc(N)c23)CO1 (configuration not stated)	-18%	-1%	1%
15	Cc1cccc(C)c1NC(=O)CNC(=O)CCCc1c[nH]c2ccccc12	?	-1%	6%
16	O=C(CCn1nnc2ccccc2c1=O)N[C@@H](Cc1c[nH]c2ccccc12)C(=O)O	14%	3%	-2%
17	COc1ccc(C2OC(=O)CC2C(=O)NC2CCCCCC2)cc1OC (configuration not stated)	6%	-9%	-3%
18	Cc1cc(C)cc(NC(=O)CSc2nc3[nH]ncc3c(=O)[nH]2)c1	?	11%	1%
19	COc1ccc(N2CCN(S(=O)(=O)c3cnc[nH]3)CC2)cc1	-12%	13%	8%
20	COC(=O)CN1C2=NCCCN2c2ccccc21	1%	15%	-1%
21	COc1cc(C(=O)NCc2ccco2)cc(OC)c1OC	6%	1%	2%
22	Cc1ccc(C2=[N+]([O-])C(C)N(O)C2(C)C)o1 (configuration not stated)	-5%	2%	6%
23	Cc1cc(S(=O)(=O)N2c3ccc(F)cc3CCC2C)ccc1-n1cnnn1 (configuration not stated)	-25%	-1%	0%
24	CCCCCN(C(=O)CCC(=O)OCC(=O)NCc1cccc(OC)c1)c1c(N)n(CCCC)c(=O)[nH]c1=O	-16%	-4%	-1%
25	O=C(NC1CCCCCC1)C1c2ccccc2C(=O)N1Cc1ccccc1Cl (configuration not stated)	4%	·	6%
26	Nc1ccnn1Cc1ccncc1	8%	15%	-6%
27	COC(=O)c1ccccc1NC(=O)Cn1cnc2cc(C)c(C)cc21	15µM*	14%	12%
28	O=C(C[N+]1(CC#Cc2ccccc2)CCCCC1)c1ccc(Cl)cc1	12µM*	-12%	-2%
29	CC1(C)CC(N=Cc2c(O)n(Cc3ccc4c(c3)OCO4)c(=O)c3ccccc23)CC(C)(C)N1	6.5µM*	-13%	-19%
30	C=CCn1c(SCC(=O)NC23CC4CC(CC(C4)C2)C3)nc(O)cc1=O	4%	8%	1%

# Next records
No.	SMILES	TDP1 cell CPT	N370S GC mod	FEN1 inhibitor
31	CCCCNC(=O)N(O)C1N(/N=C/c2cccnc2)C(=S)SC1(C)C (configuration not stated)	8%	-1%	-1%
32	COc1ccc(NC(=O)c2cc3c(CO)cnc(C)c3oc2=Nc2cccc(F)c2)c(OC)c1	-26%	-3%	-18%
33	COC(=O)c1sccc1NC(=S)Nc1cccc(F)c1	13%	0%	-6%
34	Cc1cc(C)c(O)c(-c2cc(C(=O)NCCc3ccc(S(N)(=O)=O)cc3)[nH]n2)c1	-22%	-12%	5%
35	Cc1ccc(S(=O)(=O)NCC2CCC(C(=O)NCCc3ccccc3)CC2)cc1 (configuration not stated)	-11%	·	6%
36	CSc1ccc(C#N)cc1NC(=O)c1ccc(Cl)cc1	-17%	3%	4%
37	COc1cc(OC)c(OC)cc1CN1CCN(C(=O)CC(C)C)CC1	-12%	-1%	5%
38	COc1ccccc1NC(=O)c1nn(C)cc1Br	-2%	1%	33%
39	COc1cc(/C=N/NC(=O)CC2(C)OCCCO2)ccc1OCc1ccccc1	-1%	-3%	-6%
40	CCOC(=O)c1c(NC(=S)Nc2cccnc2)sc(C)c1C	7%	-1%	-2%
41	CCCOc1ccc(C(=O)NNC(=S)NC(C)=O)cc1	2.6µM*	9%	-6%
42	O=C(Nc1nc(-c2cccs2)c(-c2cccs2)s1)C1CCCC1	16µM*	-4%	2%
43	CC(C1CC1)N(Cc1ccccc1)C(=O)NC(=O)c1ccccc1 (configuration not stated)	-2%	-10%	3%
44	CC(C)c1ccc(CNC(=O)c2ccc(N3CCCC3)c(NC(=O)NCc3ccc(F)cc3)c2)cc1	?	·	14%
45	Cc1ccc(N=Nc2c(C)[nH]n(C(N)=S)c2=O)cc1	-16%	0%	-1%
46	CC(C)NC(=O)c1ccccc1N(Cc1ccccc1)S(C)(=O)=O	-16%	-1%	13%
47	COCCCNC(=O)c1cn(CCOC)c(=O)c2c1c1ccccc1n2C	-4%&-18%	29%	1%&-2%
48	O=C(CSc1nnc2c(n1)[nH]c1ccccc12)Nc1ccc2c(c1)OCO2	-13%	10%	1%
49	c1ccc(Oc2ccc(-c3ccnc4nc(N5CCN(c6ccccc6)CC5)nn34)cc2)cc1	?	-2%	0%
50	COc1ccc(NC(=O)CSc2c(C)n[nH]c2C)cc1	?	0%	0%
51	CCNC(=O)CC1C(=O)N(c2ccccc2)C(=O)N1CCOC (configuration not stated)	-6%	-1%	-1%
52	NNC(=O)C1C(O)CCC2CN3CCc4c([nH]c5ccccc45)C3CC21 (configuration not stated)	-7%	·	-5%
53	COc1ccc(S(=O)(=O)N(C)c2ccc(C(=O)N3CCC(C(N)=O)CC3)cc2)cc1	-5%	-20%	4%
54	CNC(=O)c1ccc(Nc2nnc(-c3ccc(C)c(S(=O)(=O)N4CCCCC4)c3)c3ccccc23)cc1	1%	·	-14%
55	COC(=O)c1ccc(N2CCN(c3ccccc3)CC2)nc1	1%	1%	4%
56	COCCOC(=O)c1c(C)n(C)c2ccc(OC(=O)c3cccs3)cc12	-15%	15%	-13%
57	CC(=O)Nc1ccc(OC(=O)c2ccc(Cl)cc2)cc1	-14%	-6%	11%
58	O=C(c1ccc2c(c1)N(Cc1ccc(Cl)cc1)C(=O)c1ccccc1S2(=O)=O)N1CCCC1	21µM*	·	0%
59	CCOc1ccc(NC(=O)CCc2c(C)nc3nc(C)nn3c2C)cc1	-1%	·	11%
60	CCn1nnc2cc(C(=O)Nc3cccc(Cl)c3)ccc21	6%	·	3%

# More structures:
No.	SMILES	TDP1 cell CPT	N370S GC mod	FEN1 inhibitor
61	Cn1c2ccccc2c2cnn(CC(=O)NCCCN3CCN(c4ccccc4F)CC3)c(=O)c21	?	-1%	-13%&-15%
62	Cc1ccc(C)c(NC(=O)Cn2c(=O)n(Cc3cccs3)c(=O)c3cccnc32)c1	18µM*	·	18%
63	CC(NS(=O)(=O)c1cccc(C(=O)NCc2ccncc2)c1)c1ccccc1 (configuration not stated)	3%	·	4%
64	COC(=O)c1ccc(CSc2nc3ccc(C)cc3[nH]2)o1	-24%	20%	6%
65	CN1CCN(c2ccc(Cl)cc2NS(=O)(=O)c2ccccc2Cl)CC1	-15%	-22%	1%
66	COc1ccc(Cl)cc1-c1nc(N)nc(N(C)C)n1	-3%	1%	8%
67	CC1(C)Cc2c(c(N3CCOCC3)nc3sc4c(NN)ncnc4c23)CS1	?	2%	-8%
68	Cc1ccc(NC(=O)Cn2nc(-c3ccc(F)cc3)c3cnc4ccc(C)cc4c32)cc1	-15%	·	-2%
69	C=CCC[C@H](Cc1ccc(F)cc1)C(=O)OC[C@@H](C)NC(=O)[C@@H](CC=C)CC(=O)N[C@H](CO)Cc1ccccc1	?	·	-2%
70	CCOC(=O)c1sc2nc(C3CC3)cc(-c3ccc(F)cc3)c2c1N	-2%	16%	2%
71	C=C1CCN(C(C(=O)OC)C(C)C)S(=O)(=O)c2ccccc21 (configuration not stated)	?	-3%&-6%	-22%&-13%
72	O=C(NCCS(=O)(=O)N1CCN(c2ccccc2)CC1)c1ccc(Br)o1	-5%	1%	0%
73	COC(=O)c1c(NC(=O)CN2CCC3(O)CCCCC3C2c2ccc(OC)cc2OC)sc(C)c1C (configuration not stated)	-116%	12%	-17%
74	CCOC(=O)c1cccc(NC(=O)CC(c2cc(OC)c(OC)c(OC)c2)N2Cc3ccccc3C2=O)c1 (configuration not stated)	?	·	-14%
75	CCOC(=O)c1c(NC(=O)CC)sc2c1CCN(Cc1ccccc1)C2	?	-5%	-18%
76	O=C(NCc1ccc(Cl)cc1)c1cc(S(=O)(=O)N2CCCCC2)c[nH]1	?	0%	7%&2%
77	COc1ccc(C2c3sc(=O)[nH]c3SC3C(=O)N(c4ccccc4)C(=O)C32)cc1 (configuration not stated)	-6%	6%	5%
78	COC(=O)c1cc(NS(=O)(=O)c2ccc3c(c2)CCC(=O)N3)cc(C(=O)OC)c1	-17%	-8%	-10%
79	O=C(c1cc(C2CC2)nn1-c1ccccc1)N1CCN(Cc2c(F)cccc2Cl)CC1	?	·	-21%
80	Cc1ccccc1Cn1c2ccccc2c2cnn(CC(=O)NCc3ccco3)c(=O)c21	?	11%	1%
81	COc1ccc([N+](=O)[O-])cc1NC(=O)COC(=O)/C=C/c1ccco1	-12%	-4%	-2%
82	Cn1c(=O)c2c(ncn2CC(=O)OCC(=O)c2ccc(Cl)cc2)n(C)c1=O	-1%	-1%	7%
83	O=C(COC(=O)CNC(=O)C1CCCCC1)NCc1ccc(Cl)cc1	-4%	·	-8%
84	CC(C)N1CCc2c(sc(NC(=O)c3ccc4ccccc4c3)c2C(N)=O)C1	15µM*	-25%	?
85	O=C(COC(=O)C1(c2ccccc2)CC1)NNC(=O)c1ccccc1F	3%	-8%	5%
86	COc1ccccc1N1CCN(C(=O)c2cc(S(=O)(=O)N3CCC(C)CC3)cn2C)CC1	21µM*	·	3%
87	O=C(CCCc1nc(-c2ccc(Cl)cc2)no1)NCc1ccco1	7.3µM*	·	-3%
88	O=C(COC(=O)c1ccc(O)cc1O)Nc1ncc(Cl)cc1Cl	-12%	4%	-4%
89	Cc1cc(C)nc(NC(=S)Nc2cccc(Cl)c2Cl)c1	-16%	3%	5%
90	O=C(NCc1n[nH]c(=S)n1-c1ccccc1)c1cccs1	5%	0%	-3%

# 6 entries already listed, arranged by length of the SMILES, low to high:
No.	SMILES	TDP1 cell CPT	N370S GC mod	FEN1 inhibitor
90	O=C(NCc1n[nH]c(=S)n1-c1ccccc1)c1cccs1	5%	0%	-3%
88	O=C(COC(=O)c1ccc(O)cc1O)Nc1ncc(Cl)cc1Cl	-12%	4%	-4%
83	O=C(COC(=O)CNC(=O)C1CCCCC1)NCc1ccc(Cl)cc1	-4%	·	-8%
75	CCOC(=O)c1c(NC(=O)CC)sc2c1CCN(Cc1ccccc1)C2	?	-5%	-18%
76	O=C(NCc1ccc(Cl)cc1)c1cc(S(=O)(=O)N2CCCCC2)c[nH]1	?	0%	7%&2%
62	Cc1ccc(C)c(NC(=O)Cn2c(=O)n(Cc3cccs3)c(=O)c3cccnc32)c1	18µM*	·	18%

# The listing picks up; the 2 compounds before the break are reprinted first.
No.	SMILES	TDP1 cell CPT	N370S GC mod	FEN1 inhibitor
89	Cc1cc(C)nc(NC(=S)Nc2cccc(Cl)c2Cl)c1	-16%	3%	5%
90	O=C(NCc1n[nH]c(=S)n1-c1ccccc1)c1cccs1	5%	0%	-3%
91	Cc1ccc(NC(=O)CSc2nnc(-c3cc4occc4n3C)n2-c2ccccc2C)cc1F	26µM*	·	5%
92	Cc1cc(C(=O)CCl)c(C)n1CCc1ccccc1	3.3µM*	16%	5%
93	COCCn1nnnc1C(c1cc2cccc(C)c2[nH]c1=O)N1CCN(c2ccccc2F)CC1 (configuration not stated)	?	-14%	-2%
94	Cc1ccc(NC(=O)Cn2nc(-c3ccccc3Cl)ccc2=O)c(Br)c1	4%	1%	20%
95	CC(=O)c1ccc(NC(=S)NCCc2ccc(S(N)(=O)=O)cc2)cc1	-26%	-10%	7%
96	CC1CCCN(Cc2nc(Cc3ccccc3Cl)no2)C1 (configuration not stated)	5%	-1%	2%
97	CCOC(=O)CNC(=O)CSc1nc(Cc2cccs2)nc2ccccc12	?	9%	6%
98	Cc1ccc(Nc2cc(C)nn2-c2nc(C)cc(=O)[nH]2)cc1	0.79µM*	18%	7%
